# Source: PubChem
# IDH1 R132H inh: human IDH1 R132H inhibition | O75874 | IDH1-R132H enzyme, NADPH consumption, diaphorase/resazurin fluorescence | Potency, µM (series often up to 76.6 µM), for the others: at the top dose activity change, negative = inhibition, actives largely listed as inhibitors | 0.093% of 390,000 active | AID 602179; also: potency is read from the fitted curve at half-maximal effect; % is scaled to controls: 0 for no effect and ±100 for the full control effect; nearly all actives have a fitted effect of over 65% in size
#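 IDH1-R132H (0.5 ug/mL) preincubated 30 min with compound, then NADPH (0.016 mM) and alpha-KG (2 mM) added; 80 min at RT, pH 7.5. Remaining NADPH coupled via diaphorase/resazurin to fluorescence (540/590 nm); concentration-response curves normalized to no-enzyme control.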
# TRHR enhancer: allosteric enhancers of human TRH receptor. AID 493056. enhancement, % at 2 µM. TRHR cells, fluo-8 calcium fluorescence, EC20 TRH enhancement. 0.66% of 360,000 active; in the data active = enhancement above about 30%; also: 0% is about no effect
# Target sequence (P34981 whole entry, looked up): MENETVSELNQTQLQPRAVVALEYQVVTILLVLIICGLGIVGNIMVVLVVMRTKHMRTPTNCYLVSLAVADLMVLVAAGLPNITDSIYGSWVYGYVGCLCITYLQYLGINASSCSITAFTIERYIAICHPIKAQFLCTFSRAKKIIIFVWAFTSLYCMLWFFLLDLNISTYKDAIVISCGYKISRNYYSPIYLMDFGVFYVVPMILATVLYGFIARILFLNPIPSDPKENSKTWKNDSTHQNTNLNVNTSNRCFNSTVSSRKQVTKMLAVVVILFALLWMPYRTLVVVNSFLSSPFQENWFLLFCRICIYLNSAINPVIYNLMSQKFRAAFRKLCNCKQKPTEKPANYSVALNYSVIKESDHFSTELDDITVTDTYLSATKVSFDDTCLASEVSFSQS
#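 Enhancer read-out: after compound pinning and an initial kinetic agonist-mode read, an EC20 of TRH (10 nM final) was injected and fluo-8 calcium signal (Ex 480/Em 530) followed at 1 s/cycle for 100 cycles in TRHR-expressing cells.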
# TRHR agonist: TRH receptor (human) agonism; P34981; TRHR cells, calcium flux fluo-8, FDSS agonist mode; activation, % at 2 µM; 0.18% of 360,000 active; in the data active = activation above about 30%; also: 0% is about no effect
#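 Agonist-mode FDSS calcium read (Ex 480/Em 530, 1 s cycles) in 1536-well TRHR cells with fluo-8 dye, after 10-cycle baseline and 23 nL compound addition; TRH at EC20 (10 nM final) added afterwards for the enhancer phase.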
# rTrxR1 inhibitor: inhibitors of rat thioredoxin reductase 1; O89049; 1% of 390,000 active; recombinant rTrxR1, NADPH fluorescence consumption, selenite substrate; Potency, µM (titrated, usually from 114 µM), for inactives: top-dose activity change, negative = inhibition, most hits filed as inhibitors; also: potency is read from the fitted curve at half-maximal effect; % is scaled to controls: 0 for no effect and ±100 for the full control effect; nearly all actives have a fitted effect of over 65% in size
# Target sequence (O89049 whole entry, looked up): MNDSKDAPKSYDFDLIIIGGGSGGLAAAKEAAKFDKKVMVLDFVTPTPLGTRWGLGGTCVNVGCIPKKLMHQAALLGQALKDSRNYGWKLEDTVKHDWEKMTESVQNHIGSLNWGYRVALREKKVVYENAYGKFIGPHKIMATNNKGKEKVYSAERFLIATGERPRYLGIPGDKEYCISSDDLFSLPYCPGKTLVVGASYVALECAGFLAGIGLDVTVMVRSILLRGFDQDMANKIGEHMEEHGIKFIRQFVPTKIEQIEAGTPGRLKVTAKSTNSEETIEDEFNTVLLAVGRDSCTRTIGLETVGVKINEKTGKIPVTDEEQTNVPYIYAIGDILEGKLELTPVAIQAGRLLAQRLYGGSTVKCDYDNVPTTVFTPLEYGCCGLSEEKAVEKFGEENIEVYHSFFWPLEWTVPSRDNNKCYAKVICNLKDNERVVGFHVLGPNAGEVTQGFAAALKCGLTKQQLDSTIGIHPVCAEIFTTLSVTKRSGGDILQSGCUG
#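 Rat TrxR1 (90 nM in the dispensed reagent) was pre-reduced with 400 uM NADPH for 5 min at room temperature, then incubated with compound for 15 min. After 400 uM selenite was added, NADPH fluorescence (Ex 340/Em 450 nm) was followed for 8 min.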
# D2 antagonist: D2 dopamine receptor (human) antagonism; HEK293 TREx D2 cells, calcium flux, dopamine EC80; inhibition, % at 10 µM; 2% of 340,000 active; in the data active = inhibition above about 30%; also: 0% is about no effect
#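 Tetracycline-induced HEK293 T-REx cells expressing D2 force-coupled to calcium signalling were dye-loaded, exposed to compound for 180 s, then challenged with an EC80 of dopamine; calcium flux was followed kinetically for a further 180 s.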
# D2 ag: agonists of human D2 dopamine receptor; HEK293 T-REx D2 cells, calcium flux agonist mode; activation, % at 2 µM; 0.53% of 340,000 active; P14416;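 active = activation over 3 SD above normal in the single-dose calcium agonist read, cut at about 30% in these data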; also: 0% is about no effect
#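 Agonism scored from kinetic calcium signal (1 read/sec, 180 s) following compound pin transfer, after a 10 s baseline. Cells: HEK293 Trex line expressing inducible D2 receptor coupled to calcium, dye-loaded after overnight culture at 30 C.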
# USP1 inh: USP1/UAF1 (human) deubiquitinase inhibition; recombinant USP1/UAF1, Ub-Rhodamine cleavage fluorescence; Potency, µM (series often up to 57.1 µM), for inactives: at the top dose activity change, negative = inhibition, most hits filed as inhibitors; 0.23% of 390,000 active; also: potency is read from the fitted curve at half-maximal effect; % is scaled to controls: 0 for no effect and ±100 for the full control effect; nearly all actives have a fitted effect of over 60% in size; inactives centre near -12
#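 In this screen, compounds sit with the deubiquitinase complex (1nM) for 15 min at room temperature before Ub-Rho is added at 150nM final. Fluorescence rise is then followed for 6 reads every 60 seconds.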
# TrxR1 substrate: rat thioredoxin reductase 1 substrate activity | O89049 | purified TrxR1 substrate turnover, NADPH consumption readout | Potency, µM (series often up to 114 µM), for inactives: at the top dose activity change, negative = substrate turnover | 0.01% of 390,000 active | AID 588456; also: potency is read from the fitted curve at half-maximal effect; % is scaled to controls: 0 for no effect and ±100 for the full control effect; nearly all actives have a fitted effect of over 50% in size
#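 Rat TrxR1, dispensed at 90 nM, was prereduced with 400 uM NADPH (final) for 5 min at ~22 deg C, then incubated with compound 15 min before 400 uM selenite. A first-read NADPH fluorescence drop versus no-compound background flagged substrates.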
# Pin1 inh: inhibitors of human Pin1 | Q13526 | Pin1 FP peptide displacement, HiFluor488, 10 min | Potency, µM (highest dose often 115 µM), for the others: at the highest dose activity, negative = inhibition, usual class: inhibitors | 0.009% of 390,000 active; active = well fitted inhibition curve with a large enough effect in the polarisation, with a control signal flat, not every such curve was filed as active; inconclusive = small, poorly fitted or top-dose-only effect, or effect the other way, or a change in a side signal; inactive = no such curve, though single readings can be large or run the other way; the % refers to the polarisation; also: potency is read from the fitted curve at half-maximal effect; % is scaled to controls: 0 for no effect and ±100 for the full control effect
# Target sequence (Q13526 whole entry, looked up): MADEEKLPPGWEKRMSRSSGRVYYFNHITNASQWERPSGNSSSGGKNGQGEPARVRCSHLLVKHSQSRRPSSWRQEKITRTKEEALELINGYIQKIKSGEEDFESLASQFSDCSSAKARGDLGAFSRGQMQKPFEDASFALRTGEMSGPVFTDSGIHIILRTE
# An asterisk follows results filed as active; ? = inconclusive; / = not tested or not shown; & = joins results of further samples; [ ] = another dose, or the depositor's remark. Unless noted, calls follow the shape of the dose curve; as a rule, active = well fitted inhibition curve with a large enough effect; inconclusive = small, poorly fitted or top-dose-only effect; inactive = no such curve, though single readings can be large or run the other way. Some of the compounds tested; the hit share may differ from the screen's.
SMILES,IDH1 R132H inh,TRHR enhancer,TRHR agonist,rTrxR1 inhibitor,D2 antagonist,D2 ag,USP1 inh,TrxR1 substrate,Pin1 inh
Cc1ccc(CS(=O)Cc2ccc(C(=O)NCc3ccc4c(c3)OCO4)o2)cc1 (centres undefined),-15%,-9,-0.3,0%,8,0.6,-25%,-3%,6%
O=C(Cc1ccccc1)NNC(=O)C1CCCC1,10%,-1,-0.8,20%,6,0.1,-10%,-5%,-2%
COc1ccc(C2=NN(C3=NN=C(N)Cc4ncnn43)C(O)(C(F)(F)F)C2)cc1 (centres undefined),-10%,4,0.2,-4%,17,-0.1,2%,25%,-25%
Cc1nn(C)c(C)c1S(=O)(=O)N(CC(=O)N1CCN(c2ccccc2)CC1)c1ccc(C(C)C)cc1,-14%,-2,-0.5,14%,/,-0.1,4%,-1%,2%
Cc1ccc(S(=O)(=O)N2CCN(Cc3ccco3)CC2)cc1C,-1%,-9,-1.5,7%,-5,-1.5,-14%,-7%,-1%
O=C1Nc2ccc(Cl)cc2C12Nc1ccccc1-c1nnc(SCc3ccccc3F)nc1O2 (centres undefined),-12%,4,-1.1,-8%,1,-1.2,-21%,-8%,7%
N/C(CC(=O)Nc1ccc(F)c(Cl)c1)=N\OC(=O)c1cccs1,9%,6,-2.4,-2%[57.1 µM],18,-0.7,4%,-6%,7%
COc1ccc(C2(C(=O)c3ccccc3)C(=O)c3ccccc3C2=O)cc1,8%,2,0.1,2.2µM*,-2,0.4,-21%,3%,1%
COc1ccc(CCNC(=O)C(=O)NCc2ccc(Cl)cc2)cc1OC,2%,8,0.0,24%[57.1 µM],1,-0.1,-19%,8%[57.1 µM],5%
CCOc1ccc(-c2nc(N)ncc2-c2ccc(Cl)cc2)c(O)c1,3%,16,-2.5,19%,-7,0.8,-10%,-1%,1%
CC(=O)Nc1nonc1-c1nnc(SCC(=O)Nc2ccc(F)cc2F)n1-c1ccccc1,-2%,0,0.3,17%,/,0.6,-8%,20%,?
CCC(C)NC(=O)C1CCN(S(=O)(=O)c2ccc3[nH]c(=O)ccc3c2)CC1 (centres undefined),-3%,-1,0.4,-3%[57.1 µM],-4,0.4,-5%,10%[57.1 µM],4%
Cc1csc(=O)n1CCC(=O)OCC(=O)NCc1ccc(Cl)cc1Cl,4%,-2,-0.5,-11%,-8,-0.9,-18%,-7%,3%
O=C(NN1C(=O)c2ccccc2NC12CCCCC2)c1ccccc1,1%,-8,-0.4,9%,5,0.2,-12%,25%,0%
COc1cccc(/C=N/NC(=O)C(=O)NCc2cccnc2)c1O,0%,-4,0.0,-23%,3,0.1,-2%,-12%,9%
CC(C)CC(NC(=O)OCc1ccccc1)C(=O)NC(Cc1ccccc1)C(=O)CCl (centres undefined),3%,/,/,-8%[11.4 µM],/,/,-26%,15%[57.1 µM],7%
Cc1ccc2cc(C#N)c(N3CCCC3)nc2c1C,0%,-3,-1.5,7%[57.1 µM],14,-0.5,?,4%[57.1 µM],16%
Cc1cccc(OCCn2c(SCC(N)=O)nc3ccccc32)c1,12%,0,-0.2,1%,/,-1.8,?,0%,1%
CCCN1C(=O)C2(SC(NC(C)=O)=NN2C(C)=O)c2cc(C)ccc21 (centres undefined),0%,8,0.2,16%[57.1 µM],-9,0.7,-4%,-6%,-4%
CCC(Cc1ccccc1)NC(=O)C1CCCCC1 (centres undefined),5%,-3,0.8,34%[activator],-6,1.4,-2%,6%,-7%
CCOC(=O)C1CCN(Cc2nc3ccccc3c(=O)n2-c2ccc(F)cc2)CC1,-1%,-7,-0.5,5%,9,-0.2,3%,-2%,-11%
Cc1[nH]c2ccccc2c1-c1csc(N)n1,-11%,-5,0.6,-3%,-24,0.1,-1%,-6%,18%
Cc1ccc(C)c(S(=O)(=O)NC(C)C(=O)Nc2ccc(-c3nc4ccccc4s3)cc2)c1 (centres undefined),1%,4,0.5,3%,15,0.1,-23%,5%,-2%
Cn1c(=O)c(=O)n(C)c2cc(S(=O)(=O)N3CCCC3C(=O)Nc3ccc(F)cc3)ccc21 (centres undefined),21%&20%,13&6,-0.2&0.0,7%[57.1 µM],20,-0.7&0.3,-19%&-17%,4%[57.1 µM],-2%&-3%
O=C(Nc1cccnc1)c1cc(-c2ccccc2)on1,-6%,-3,0.1,-14%,4,-0.8,-23%,-11%,?

# The list goes on, overlapping the part above by four compounds.
SMILES,IDH1 R132H inh,TRHR enhancer,TRHR agonist,rTrxR1 inhibitor,D2 antagonist,D2 ag,USP1 inh,TrxR1 substrate,Pin1 inh
Cc1[nH]c2ccccc2c1-c1csc(N)n1,-11%,-5,0.6,-3%,-24,0.1,-1%,-6%,18%
Cc1ccc(C)c(S(=O)(=O)NC(C)C(=O)Nc2ccc(-c3nc4ccccc4s3)cc2)c1 (centres undefined),1%,4,0.5,3%,15,0.1,-23%,5%,-2%
Cn1c(=O)c(=O)n(C)c2cc(S(=O)(=O)N3CCCC3C(=O)Nc3ccc(F)cc3)ccc21 (centres undefined),21%&20%,13&6,-0.2&0.0,7%[57.1 µM],20,-0.7&0.3,-19%&-17%,4%[57.1 µM],-2%&-3%
O=C(Nc1cccnc1)c1cc(-c2ccccc2)on1,-6%,-3,0.1,-14%,4,-0.8,-23%,-11%,?
Cc1cc(C)cc(NS(=O)(=O)c2cc(Br)cnc2N)c1,0%,-16,-0.3,-6%,32*,-0.2,-12%,-9%,4%
O=C(Oc1nsnc1N1CCOCC1)c1ccccc1,9%,3,-0.3,10%,-5,0.5,?,5%,1%
Cc1ccnc(NC(=O)C2CCC(CNc3c(N4CCCC4)c(=O)c3=O)CC2)c1 (centres undefined),-6%,-8,0.4,7%,/,/,-4%,-5%,4%
O=C1CC(c2ccccc2)c2c(O)cc(O)cc2O1 (centres undefined),9%,-4,0.1,-22%,-3,0.0,-4%,-8%,-14%
Cc1nc2cc(C(=O)O)ccc2n1C1CCCCC1,0%,11,0.2,14%,-19,0.1,-15%,11%,3%
Cc1nn(C)c2ncc(C(N)=O)c(Oc3cccnc3)c12,-3%,-2,0.4,21%,-1,-1.0,0%,29%,0%
Cc1cccc(N(CC(=O)N/N=C/c2ccc(OCC(=O)NCc3ccco3)cc2)S(C)(=O)=O)c1C,1%,-5,1.1,8%[57.1 µM],/,/,-29%,7%[57.1 µM],-2%
COc1ccc(Cl)cc1NC(=O)c1nc(S(C)(=O)=O)ncc1N(Cc1ccc(C)cc1)Cc1ccco1,0%,-4,1.6,13%,/,2.4,-13%,2%,9%
O=C(Cn1cc2c(n1)CCCCC2)NC1CCCCCC1,-1%,0,-0.2,14%[57.1 µM],1,0.9,-6%,7%[57.1 µM],-8%
O=C(NCCSCc1ccco1)Nc1cccc(Cl)c1,4%,1,-1.0,-14%,4,1.7,2%,-2%[57.1 µM],-8%
Cc1ccc(C)c(Cn2c(=O)n(CCC(=O)NCc3ccco3)c(=O)c3ccccc32)c1,1%,6,0.0,12%[57.1 µM],-24,-1.2,-5%,-5%,0%
CC(C)CCN(C(=O)C1CSC2(C)CCC(=O)N12)c1c(N)n(Cc2ccccc2)c(=O)[nH]c1=O (centres undefined),-3%,-3,0.0,6%,-8,-0.3,-15%,-1%,0%
COc1ccc(OCCCC(=O)Nc2nc(C)c(C(C)=O)s2)cc1,-3%,4,-1.1,15%[57.1 µM],-2,0.0,-24%,10%[57.1 µM],-10%
O=C(COc1ccccc1)Nc1ccccc1NS(=O)(=O)c1cccs1,3%,0,-0.2,20%,-6,-0.2,-21%,-2%,-1%
O=C(NC1=CC(=O)c2ccccc2C1=O)c1ccccc1,0%,/,/,12%[2.29 µM],/,/,?,2%[2.29 µM],-3%
CC(C)(C)CC(=O)O/N=C(\N)c1ccncc1,4%,-4,-0.2,15%[57.1 µM],4,-0.7,-7%,5%[57.1 µM],-4%
C=CCOn1c(=O)c(-c2ccccc2)[n+]([O-])c2ccccc21,4%,-5,-0.5,12%[57.1 µM],1,-0.5,-20%,7%[57.1 µM],-4%
Cc1nn(-c2ccccc2)c(C)c1C(=O)OCC(=O)NCc1ccco1,5%,3,-1.5,56µM*,-6,-0.3,-14%,4%,-1%
Cc1n[nH]c(C)c1Sc1ccccc1N=Cc1cc(Cl)cc([N+](=O)[O-])c1O,5%,6,0.3,-17%,6,-0.5,-27%,-14%,?
COc1cc(C2C(C#N)=C(N)OC3=C2C(=O)CC(C)(C)C3)cc2c1OCO2 (centres undefined),0%,/,/,?,/,/,-7%,3%[57.1 µM],?
CCOC(=O)/C=C1/SCC(=O)N1Cc1ccc(Br)cc1,8%,/,/,23%,/,/,-2%,-1%,10%
CCOC(=O)C1=C(c2ccccc2)O/C(=C(/C(=O)OC)C(F)(F)F)S1,0%,-7,-1.0,18%,39*,-0.3,-16%,3%,-8%
CN1CCC(=NNC(=O)c2ccco2)CC1,11%,-11,4.2,7%[57.1 µM],7,0.0,-20%,-24%[57.1 µM],-3%
Cc1cc(C(=O)N/N=C/c2cccs2)no1,8%,-2,0.3,-5%,1,0.0,-9%,-6%,2%
Cc1nc2ccc(NC(=O)C3=NN(C)C(=O)CC3)cc2s1,4%,/,/,-13%,/,/,-2%,-11%,-1%
CCCN(CCC)c1nn2c(=O)c(C(=O)NCc3cc(Br)ccc3OC)cnc2s1,-13%,-9,0.1,6%[57.1 µM],/,/,-18%,-2%[57.1 µM],0%
CCCCc1ccc(NC(=O)CSc2nc3ncccc3[nH]2)cc1,50%[activator],-4,0.5,4%,13,0.1,-13%,1%,4%
Cc1ccc(S(=O)(=O)NC(C(=O)N2CCOCCOCCOCCOCC2)c2ccccc2)cc1 (centres undefined),14%,-7,0.3,19%[57.1 µM],7,0.6,-31%,6%[57.1 µM],-7%
O=C(O)CC1SC(=Nc2ccc(O)cc2)NC1=O (centres undefined),-3%,2,-0.2,14%,0,2.2,-11%,0%,-2%
